STEP block: inhibitors of human striatal-enriched phosphatase STEP; recombinant STEP, OMFP fluorogenic substrate, fluorescence; 360,000 tested, 0.25% active; inhibition, % at 20 µM; P54829;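 active = inhibition at 20 µM, scaled per plate between control wells, above about 37%, limit read from the data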;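 note: 0% = DMSO with enzyme and substrate and 100% = substrate only without enzyme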
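System: isolated STEP enzyme; schedule: 20 min enzyme reaction at room temperature, protected from light; medium: Bis-Tris buffer pH 6.0, 2.5 mM DTT, 0.005% Tween 20; signal: fluorescence, 480/540 nm; dosing: single compound dose of 20 µM, 1% DMSO final; also added: OMFP substrate, 25 µM final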
TbMetRS inhib: Trypanosoma brucei MetRS inhibition; purified T. brucei MetRS, ATP depletion, Kinase-Glo luminescence; inhibition, % at 11.9 µM; 360,000 tested, 0.4% active; AID 624268;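 active = inhibition above a per-plate cutoff of the control wells' mean inhibition plus 3 SD, cut at about 5.5% in these data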;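 note: 0% = DMSO wells median and 100% = median of wells with control inhibitor compound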
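Material: T. brucei methionyl-tRNA synthetase, purified; reagent: substrates ATP, L-methionine and bulk Escherichia coli tRNA; dosing: 11.9 µM single point; timing: 15 min plus 2 h at 25 °C; detection: luminescence of leftover ATP; evaluation: % inhibition; control set: DMSO-only wells as low control; replicates: singlicate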
Rpn11 inh: blocks the human proteasome subunit Rpn11. calls only at 20 µM. O00487. human 26S proteasome, Ub4-pepOG fluorescence polarization; 20S core pre-blocked with epoxomicin. AID 588493. 360,000 tested, 0.59% active;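 active = inhibition at 20 µM, scaled to each plate's controls, above about 33%, limit read from the data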
CSN deneddyl inh: blocks human CSN-mediated cullin deneddylation; Q92905; Purified CSN, SCF-Nedd8-OG deneddylation, fluorescence polarization; inhibition, % at 12.5 µM; 360,000 tested, 0.38% active;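 active = pattern-corrected inhibition above about 35%, with an unprinted fluorescence ratio check between 0.5 and 1.5, limit read from the data, passing the limit was not always enough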;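 note: 0% = enzyme with substrate and 100% = substrate without enzyme; some results filed as inactive read as strong as hits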
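Assay system: purified human Csn5 enzyme expressed in HEK293T cells; measure: % inhibition; also added: SCFSkp2-Nedd8OG substrate at 10 nM final; technique: fluorescence polarization; times: reaction 90 min, room temperature; medium: Tris buffer pH 7.5, NaCl, DTT, Tween-20, trehalose, ovalbumin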
DNMT1 block: DNMT1 (human) enzyme inhibition; P26358; DNMT1 molecular beacon, Hinp1I cleavage, fluorescence; inhibition (reported as % activation of signal), % at 10 µM; 360,000 tested, 0.83% active; in the data active = inhibition above about 50%
LMPTP block: blocks human LMPTP phosphatase. P24666. inhibition, % at 20 µM. AID 651560. recombinant LMPTP-A, OMFP fluorogenic substrate, fluorescence intensity. 360,000 tested, 0.22% active;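 active = compounds that cut the enzyme signal by at least half of the control window in the single-dose screen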;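 note: plate controls were DMSO wells with enzyme plus substrate for no effect and substrate without enzyme for full effect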
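Test system: LMPTP-A, protein tyrosine phosphatase of low molecular weight; Input: 0.625 nM enzyme; Incubation: 50 min dark incubation at room temperature; Signal: endpoint fluorescence intensity from OMFP dephosphorylation; Read-out basis: % inhibition versus control wells.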
SUMO1 PPI mod: SUMO1-SIM interaction modulation; SUMO1 binding to a labelled peptide, TR-FRET, 1 h; inhibition, % at 20 µM; 360,000 tested, 0.33% active; AID 602429; in the data active = inhibition above about 37%
Target sequence (P63165 whole entry, looked up): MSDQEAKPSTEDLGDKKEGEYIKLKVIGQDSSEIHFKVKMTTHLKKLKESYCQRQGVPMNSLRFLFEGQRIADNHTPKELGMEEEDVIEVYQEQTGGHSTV
Scp-1 inhibitor: blocks human Scp-1 phosphatase activity; Q9GZU7; Recombinant Scp1, phosphopeptide, malachite green phosphate absorbance; inhibition, % at 20 µM; 340,000 tested, 0.88% active;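 active = inhibition above about 50% at 20 µM, limit read from the data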;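 note: plate controls were DMSO wells with enzyme for no effect and wells lacking enzyme for full effect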
Target sequence (Q9GZU7 76-261 limits assumed): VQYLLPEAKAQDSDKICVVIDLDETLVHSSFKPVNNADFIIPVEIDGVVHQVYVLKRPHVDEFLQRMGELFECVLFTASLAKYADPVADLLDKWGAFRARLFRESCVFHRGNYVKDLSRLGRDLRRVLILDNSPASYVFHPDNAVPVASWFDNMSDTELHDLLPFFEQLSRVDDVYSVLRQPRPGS
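Material – SCP-1 phosphatase catalytic domain, residues 76-261 · Buffer or medium – Acidic Tris acetate buffer with magnesium and detergent · Also added – Phospho 17-mer peptide substrate · Compound – single 20 µM dose, 1% DMSO · Times – 45 min room-temperature reaction, 5 min colour, 30 min stabiliser · Technique – Phosphate-binding colour reagent, absorbance read at 630 nm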
MLLE-PAM2 inh: blocks PAM2 peptide binding to the PABP1 MLLE domain; P11940; GST-MLLE / FITC-PAM2 fluorescence polarization; inhibition, % at 20 µM; 360,000 tested, 0.36% active; AID 588489; in the data active = inhibition above about 35%, passing the limit was not always enough;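 note: plate controls were DMSO wells with GST-MLLE for no effect and wells lacking GST-MLLE protein for full effect; some results filed as inactive read as strong as hits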
Target sequence (P11940 whole entry, looked up, the tested form may be a part): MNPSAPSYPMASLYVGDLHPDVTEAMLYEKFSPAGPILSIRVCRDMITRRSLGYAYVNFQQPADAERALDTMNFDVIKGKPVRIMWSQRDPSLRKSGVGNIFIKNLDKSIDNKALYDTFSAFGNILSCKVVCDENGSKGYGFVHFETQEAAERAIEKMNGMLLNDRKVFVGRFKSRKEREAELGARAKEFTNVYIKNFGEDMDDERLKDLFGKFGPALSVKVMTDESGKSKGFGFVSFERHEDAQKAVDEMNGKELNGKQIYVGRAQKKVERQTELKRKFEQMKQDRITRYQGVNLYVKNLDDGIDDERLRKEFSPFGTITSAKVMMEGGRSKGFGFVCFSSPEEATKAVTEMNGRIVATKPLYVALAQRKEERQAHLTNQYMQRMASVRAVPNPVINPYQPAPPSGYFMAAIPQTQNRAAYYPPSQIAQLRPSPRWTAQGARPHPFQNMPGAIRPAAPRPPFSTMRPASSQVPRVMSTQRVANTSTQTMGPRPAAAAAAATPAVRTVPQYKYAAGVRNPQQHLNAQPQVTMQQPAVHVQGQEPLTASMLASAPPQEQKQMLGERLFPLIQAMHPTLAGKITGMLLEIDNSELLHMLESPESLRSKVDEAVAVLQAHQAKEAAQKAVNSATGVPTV
NadD inh: inhibitors of Staphylococcus aureus NadD; purified NadD enzyme, colorimetric absorbance read-out; inhibition, % at 20 µM; 360,000 tested, 0.78% active; in the data active = inhibition above about 26%; note: some compounds past the cut are filed as inactive
The depositor's hits bear a star; i = inactive; / = not tested or not shown.

cpd	STEP block	TbMetRS inhib	Rpn11 inh	CSN deneddyl inh	DNMT1 block	LMPTP block	SUMO1 PPI mod	Scp-1 inhibitor	MLLE-PAM2 inh	NadD inh	Structure
1	3.2	-0.2	i	-6.6	-1.3	-0.7	-2.0	-3.6	14.0	-2.1	COc1ccc(N(CC(=O)NC2CCCCC2)C(=O)CNC(=O)c2ccco2)c(OC)c1
2	-2.4	-0.5	i	-1.1	-7.3	2.9	-1.2	-7.3	-1.0	4.0	COC(=O)c1sccc1NC(=O)CSc1ccccc1NS(=O)(=O)c1ccc(Br)cc1
3	-1.2	-0.2	i	0.5	2.6	-2.9	1.5	-3.8	8.1	-3.9	N#CCCN(C(=O)COC(=O)C1=COCCO1)c1ccc(F)cc1
4	1.5	0.2	i	-3.7	0.2	-0.2	6.8	-6.3	5.4	-1.6	CC12CCC(C(=O)NCCc3ccccc3)(OC1=O)C2(C)C (stereo not drawn)
5	0.0	-0.6	i	1.9	0.6	-0.8	3.2	-10.1	2.4	-6.1	COc1ccc(C)cc1S(=O)(=O)N(CC(=O)O)c1ccccc1
6	1.0	-0.2	i	3.2	2.7	-1.3	-4.5	4.0	2.4	-2.1	Cc1occc1C(=O)Nc1ccc([N+](=O)[O-])cc1Br
7	-0.2	-0.6	i	5.7	-4.7	-0.7	15.4	-17.2	0.0	-12.7	COc1ccc(CCNC(=O)CSc2nn(-c3ccccc3)c(=S)s2)cc1OC
8	-0.4	0.7	i	5.6	-1.0	-1.2	-0.1	-4.3	0.2	2.4	Cc1cc(Br)c(S(=O)(=O)NCCN2CCOCC2)cc1C
9	-3.8	-1.4	i	-6.9	-0.6	-1.6	6.2	-11.9	-5.0	-5.1	CCOP(=O)(c1ccccc1)C1(O)CCCCC1 (stereo not drawn)
10	-1.5	-0.5	i	-0.3	-4.1	0.0	4.3	-10.5	11.1	10.4	CCNC(=O)C1CCCN1S(=O)(=O)c1ccc(C)cc1 (stereo not drawn)
11	2.5	-0.8	i	7.0	-1.3	-0.1	-2.2	-6.0	-3.4	-6.0	Cc1ccccc1C(C(=O)NCc1ccccc1)N(Cc1ccco1)C(=O)c1ccccn1 (stereo not drawn)
12	-3.9	0.0	i	0.4	4.4	0.4	1.8	-0.3	4.6	2.0	C[C@@H]1CN([C@H](C)CO)C(=O)Cc2cc(NC(=O)CCC(F)(F)F)ccc2O[C@@H]1CN(C)C(=O)NC1CCCCC1
13	0.5	-0.2	i	-3.2	-3.0	-0.7	3.5	-7.1	-3.0	-6.4	COc1ccc(-n2c(C)c(C(C)=O)c3cc(OCC(N)=O)ccc32)cc1
14	1.0	-0.6	i	0.1	2.7	1.8	5.2	3.8	11.1	-6.5	COC(=O)c1sccc1NC(=S)OC
15	0.2	0.0	i	-1.9	2.4	-0.7	0.3	9.8	-123.1	0.0	CCN(CC)CCNC(=O)c1ccc(NC(=O)C2CCN(S(=O)(=O)c3ccc4c(c3)OCCO4)CC2)cc1
16	-0.7	-1.1	i	-1.4	-2.8	2.8	19.1	-0.6	-4.2	2.2	Cc1cccc(N2CCN(C(=O)CCCn3c(=O)[nH]c4ccsc4c3=O)CC2C)c1 (stereo not drawn)
17	-4.6	0.0	i	2.1	4.8	0.5	4.3	-7.4	8.8	24.4	C/C(=N/NC(=O)c1cccs1)c1ccc(NC(=O)COc2ccc(Cl)cc2)cc1
18	0.7	-1.0	i	-8.0	4.8	1.1	-1.7	43.8	-4.0	-1.6	O/N=C1\CCCc2ccccc21
19	0.4	-0.3	i	2.2	-2.7	3.5	1.5	-2.0	8.0	20.1	Cc1ccc(S(=O)(=O)Cn2nnnc2C(C(C)C)N2CCN(c3nc4ccccc4s3)CC2)cc1 (stereo not drawn)
20	-2.0	0.1	i	4.4	6.6	-0.6	3.4	-5.1	-0.2	-5.1	CCOC(=O)C1(C)C=C(Nc2ccc(NC(C)=O)cc2)C(=O)N1c1ccc(NC(C)=O)cc1 (stereo not drawn)
21	-2.5	1.0	i	1.9	1.4	-1.1	0.7	-10.5	9.5	-7.9	O=C(CN1C(=O)C2C3CC(C(Br)C3Br)C2C1=O)N1CCN(Cc2ccccc2)CC1 (stereo not drawn)
22	1.6	0.3	i	2.4	-1.0	2.3	1.5	-7.4	2.2	-4.6	O=C(CC(c1ccccc1)c1cc(Br)ccc1O)N1CCCCC1 (stereo not drawn)
23	4.0	0.2	i	-3.3	2.6	-1.3	4.0	/	-11.1	1.4	Cc1ccsc1C(=O)N1CCCC1(C)C(=O)NCC(C)C (stereo not drawn)
24	-3.3	-0.1	i	-2.0	-4.3	-0.5	-0.6	-5.2	8.5	-3.1	NC(=O)CCN1CCN(CCOC2Cc3cc(Cl)ccc3Sc3ccccc32)CC1 (stereo not drawn)
25	-3.5	-1.4	i	5.8	3.2	0.0	-25.0	-3.0	-22.1	-6.8	COc1ccc(/C=C2\SC(=S)N(CCCC(=O)N3CCOCC3)C2=O)cc1OC
26	-1.6	-0.7	i	-1.7	1.5	-2.7	-0.1	-5.7	-6.1	-12.0	Cc1c(C(=O)N(C)CCn2ccnc2C)oc2c(F)cccc12
27	-0.4	0.5	i	-0.8	-7.2	4.3	-19.1	-9.7	6.8	-0.8	CCc1cc(-c2[nH]ncc2-c2ccc([N+](=O)[O-])cc2)c(O)cc1OC
28	4.3	-1.3	i	-1.5	-0.1	-3.4	0.3	4.0	-14.1	-1.1	COc1ccc(Cn2c(=O)[nH]c3cc(C(=O)Nc4ccc(N5CCN(C)CC5)cc4)ccc32)cc1
29	1.2	-0.1	i	2.6	5.0	-1.5	-3.6	/	6.4	8.3	CCOc1ccc(/C(O)=C2\C(=O)C(=O)N(c3ccccn3)C2c2ccccc2F)c(C)c1 (stereo not drawn)
30	0.0	-1.1	i	-3.2	-2.7	1.2	-2.2	/	20.6	-7.1	CCN(CC)c1cc2c(c3c1ccn3C)C1CCC2C1 (stereo not drawn)

As entered above.
In STEP block, #6 is listed with 1.0
In NadD inh, #11 is listed with -6.0
In STEP block, #12 is listed with -3.9
In TbMetRS inhib, #8 is listed with 0.7
In STEP block, #28 is listed with 4.3

Numbers 1 to 2, reprinted for reference:
cpd	STEP block	TbMetRS inhib	Rpn11 inh	CSN deneddyl inh	DNMT1 block	LMPTP block	SUMO1 PPI mod	Scp-1 inhibitor	MLLE-PAM2 inh	NadD inh	Structure
1	3.2	-0.2	i	-6.6	-1.3	-0.7	-2.0	-3.6	14.0	-2.1	COc1ccc(N(CC(=O)NC2CCCCC2)C(=O)CNC(=O)c2ccco2)c(OC)c1
2	-2.4	-0.5	i	-1.1	-7.3	2.9	-1.2	-7.3	-1.0	4.0	COC(=O)c1sccc1NC(=O)CSc1ccccc1NS(=O)(=O)c1ccc(Br)cc1

(continued)
cpd	STEP block	TbMetRS inhib	Rpn11 inh	CSN deneddyl inh	DNMT1 block	LMPTP block	SUMO1 PPI mod	Scp-1 inhibitor	MLLE-PAM2 inh	NadD inh	Structure
31	-0.8	-0.1	i	-3.4	-1.7	-0.4	12.3	0.4	-9.2	-2.6	O=C(CSc1ncn[nH]1)Nc1ccc(Br)cc1Br
32	-0.6	-0.3	i	1.6	-0.3	-0.2	-5.2	-11.0	-5.3	-3.4	COCCCNC(=O)c1cc(Nc2ccc(OC)cc2OC)nc2ccccc12
33	4.0	-0.3	i	4.7	0.3	-1.3	-19.8	5.3	10.8	-5.2	CCOc1ccc2nc(NCCNC(=O)CC)c(C#N)cc2c1
34	1.8	2.3	i	-5.9	11.9	3.5	0.4	-3.8	11.5	5.8	O=C(CN1c2ccccc2Sc2ccccc21)NNC(=O)Nc1ccc(Cl)cc1
35	-0.1	-0.7	i	-6.3	-2.2	2.9	-0.7	-1.2	-28.6	-7.7	CCN(Cc1cc(=O)oc2cc(C)ccc12)c1ccccc1
36	-3.1	-0.2	i	3.6	0.2	-0.3	7.3	-1.8	0.6	-3.9	CN(C)CCN(C(=O)C1CCCCC1)c1nc2cc3c(cc2s1)OCO3
37	-1.1	-0.1	i	1.1	1.0	-0.5	0.0	0.5	2.3	-4.6	Cc1cc(=O)oc(C)c1C(=O)NCc1ccco1
38	-0.5	-0.2	i	-2.0	-6.2	-1.7	1.9	-6.7	4.9	-5.6	O=C(COC(=O)CCC(=O)c1cccs1)NCCc1ccccc1
39	-2.8	-0.3	i	-6.1	9.9	0.9	1.5	19.9	5.1	0.7	CC(C)NC(=O)N(C)C[C@H]1Oc2c(cccc2N(C)C)C(=O)N([C@H](C)CO)C[C@@H]1C
40	4.3	-0.3	i	-1.7	-1.8	-0.3	1.9	-6.9	5.2	-0.4	COC(=O)C1=C(N)Oc2cc(C)n(CC3CCCO3)c(=O)c2C1c1ccccc1OC (stereo not drawn)
41	1.3	0.0	i	-6.6	1.8	0.2	-31.9	-4.9	1.4	0.5	CCOC(=O)c1cc(C(=O)NNC(=O)c2cccc([N+](=O)[O-])c2)c(C)nc1C
42	1.1	-0.8	i	-5.7	-9.1	-1.8	2.2	-7.3	-6.0	-6.4	CCOC(=O)Nc1ccc2c(c1)N(C(=O)CN(CC)CC)c1ccccc1CC2

A different layout for part of the listing above:
(35) CCN(Cc1cc(=O)oc2cc(C)ccc12)c1ccccc1
  STEP block: -0.1 | TbMetRS inhib: -0.7 | Rpn11 inh: i | CSN deneddyl inh: -6.3 | DNMT1 block: -2.2 | LMPTP block: 2.9 | SUMO1 PPI mod: -0.7 | Scp-1 inhibitor: -1.2 | MLLE-PAM2 inh: -28.6 | NadD inh: -7.7

(36) CN(C)CCN(C(=O)C1CCCCC1)c1nc2cc3c(cc2s1)OCO3
  STEP block: -3.1 | TbMetRS inhib: -0.2 | Rpn11 inh: i | CSN deneddyl inh: 3.6 | DNMT1 block: 0.2 | LMPTP block: -0.3 | SUMO1 PPI mod: 7.3 | Scp-1 inhibitor: -1.8 | MLLE-PAM2 inh: 0.6 | NadD inh: -3.9

(37) Cc1cc(=O)oc(C)c1C(=O)NCc1ccco1
  STEP block: -1.1 | TbMetRS inhib: -0.1 | Rpn11 inh: i | CSN deneddyl inh: 1.1 | DNMT1 block: 1.0 | LMPTP block: -0.5 | SUMO1 PPI mod: 0.0 | Scp-1 inhibitor: 0.5 | MLLE-PAM2 inh: 2.3 | NadD inh: -4.6

From PubChem BioAssay
